High-throughput results from PubChem BioAssay.
GPR7 antag – blocks human GPR7 receptor signaling; P48145; GPR7-expressing cells, fluorescence antagonist assay; inhibition, % at 4.4 µM; hit rate 1.1% among 290,000; in the data active means inhibition above about 16%, passing the limit was not always enough;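 further: cells stimulated with the agonist NPW; 0% = agonist with vehicle and 100% = vehicle without agonist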
Target sequence (P48145 whole entry, looked up): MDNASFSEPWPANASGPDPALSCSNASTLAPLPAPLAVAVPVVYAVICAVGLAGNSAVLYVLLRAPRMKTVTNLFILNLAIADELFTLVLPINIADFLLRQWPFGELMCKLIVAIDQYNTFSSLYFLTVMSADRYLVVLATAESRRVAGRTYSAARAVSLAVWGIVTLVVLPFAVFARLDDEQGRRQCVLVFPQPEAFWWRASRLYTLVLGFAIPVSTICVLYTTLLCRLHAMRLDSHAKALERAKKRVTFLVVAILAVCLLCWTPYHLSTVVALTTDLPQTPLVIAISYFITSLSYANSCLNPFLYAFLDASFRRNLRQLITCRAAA
MEKK2 WT-MEK5 – raises or lowers MEK5 binding to wildtype human MEKK2 PB1 domain. bead flow cytometry, Alexa488-MEK5 binding to MEKK2 WT; actives lie on both sides. binding response (% of control), % at 10 µM. hit rate 1.1% among 290,000. Q9Y2U5; in the data active means binding response below about 67% or above about 130%
V1aR counter – V1a receptor agonism, counter-screen for OXTR agonists | P37288 | CHO-V1R cells, Fluo-8 calcium fluorescence, agonist mode; 0% DMSO, 100% 3 nM vasopressin | activation, % at 3 µM | hit rate 0.25% among 320,000 | AID 2797;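 active means activation above the mean activation of all tested compounds plus 3 SD, per screening run, cut at about 20% in these data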;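 further: signal is peak over basal fluorescence ratio across a 100 second FLIPR read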
Target sequence (P37288 whole entry, looked up): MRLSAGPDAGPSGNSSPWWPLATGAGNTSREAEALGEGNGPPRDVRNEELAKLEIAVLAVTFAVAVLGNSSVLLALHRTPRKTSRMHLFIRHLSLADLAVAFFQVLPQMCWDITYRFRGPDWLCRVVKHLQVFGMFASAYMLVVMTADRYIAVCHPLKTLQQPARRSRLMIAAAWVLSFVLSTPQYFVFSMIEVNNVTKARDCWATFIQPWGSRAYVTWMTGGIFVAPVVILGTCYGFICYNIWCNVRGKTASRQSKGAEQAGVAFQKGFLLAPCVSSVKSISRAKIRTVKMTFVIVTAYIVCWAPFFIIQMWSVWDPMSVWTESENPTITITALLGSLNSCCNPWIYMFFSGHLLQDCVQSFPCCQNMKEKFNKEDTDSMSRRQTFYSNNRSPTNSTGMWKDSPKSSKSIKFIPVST
GalR3 antag – blocks the human galanin receptor 3 | O60755 | HEK293 GalR3-CNG cAMP membrane potential fluorescence; galR3 body fused to GalR1 C-terminus | inhibition, % at 3 µM | hit rate 0.44% among 360,000 | AID 651719;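 active means inhibition above the screen-wide average plus 3 SD, cut at about 13% in these data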;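 further: forskolin and galanin both at EC90 stimulate the cells; cAMP rise reported by CNG channel membrane potential dye signal; 0% = forskolin plus galanin with DMSO and 100% = forskolin alone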
Target sequence (O60755 1-299 limits assumed): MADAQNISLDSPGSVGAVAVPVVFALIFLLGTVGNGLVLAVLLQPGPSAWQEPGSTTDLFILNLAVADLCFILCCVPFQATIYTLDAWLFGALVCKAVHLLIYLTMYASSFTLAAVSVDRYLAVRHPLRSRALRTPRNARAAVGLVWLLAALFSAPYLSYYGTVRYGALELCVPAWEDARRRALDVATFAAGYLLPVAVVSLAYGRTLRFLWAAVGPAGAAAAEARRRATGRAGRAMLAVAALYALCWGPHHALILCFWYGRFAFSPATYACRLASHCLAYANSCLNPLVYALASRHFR
NALP1 inh – blocks the NALP1 inflammasome reconstituted in yeast. S. cerevisiae NALP1/ASC/caspase-1 growth, X-gal OD620, 72 h. inhibition, % at 10 µM. hit rate 0.61% among 280,000; in the data active means inhibition mostly above about 24%, no sharp cut-off; inactive means mostly below about 32%; further: some compounds called inactive have numbers as strong as hits
MEKK3 PB1 HTS – MEKK3-MEK5 PB1 interaction, increase or decrease. bead-based flow cytometry, Alexa488-MEK5 binding to MEKK3; actives lie on both sides; 0 = blocked by unlabeled MEK5, 100 = vehicle. binding response (% of control), % at 10 µM. hit rate 1.4% among 290,000;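 active means binding response more than 3 SD above or below the average of its plate-row segment, actives on both sides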;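 further: Alexa488 bead fluorescence after subtracting the streptavidin-only scavenger bead signal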
MEKK2 mut-MEK5 – signal of MEK5 binding to mutant human MEKK2 PB1 domain | bead flow cytometry, Alexa488-MEK5 binding to MEKK2 mutant | percent response, % at 10 µM | hit rate 0.35% among 290,000; in the data active means percent response above about 24%, passing the limit was not always enough; further: inactives centre near 1; some results filed as inactive read as strong as hits; reference of the scale not given here
PHOSPHO1 block – inhibitors of human PHOSPHO1 phosphatase; hit rate 1.1% among 290,000; Q8TCT1; inhibition, % at 13.3 µM; recombinant PHOSPHO1, absorbance phosphatase assay; in the data active means inhibition above about 60%
OXTR ag – human OXTR agonism; P30559; CHO-OTR cells, Fluo-8 calcium fluorescence; normalized: DMSO 0%, oxytocin 100%; activation, % at 3 µM; hit rate 0.32% among 320,000; AID 2435;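 active means activation above the mean of all tested compounds plus 3 SD, cutoff set per screening run, cut at about 20% in these data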;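 further: peak over basal fluorescence ratio from a 100 s FLIPR kinetic read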
The depositor's hits bear a star; . = not tested or not shown.

(1) O=C(CCn1c2c(c3ccccc31)CCCC2)NNC(=O)c1ccccc1Cl
(2) CCOC(=O)c1cc2sc(C)cc2n1CC(=O)Nc1ccc2c(c1)OCCO2
(3) COc1ccc(CCNc2nc(C)nc3c2nnn3Cc2ccccc2)cc1OC
(4) NS(=O)(=O)c1ccc(N/N=C/c2ccccc2Br)cc1
(5) CN(C)C(=O)Nc1ccccc1CC[N+](=O)[O-]
(6) N#Cc1ccccc1NC(=O)COC(=O)CCc1ccccc1
(7) Cc1ccc(C(O)c2ccc(-n3ccnc3)cc2)cc1 (configuration not stated)
(8) CCc1ccc(Oc2cc(Cl)nc(N)n2)cc1
(9) CCOC(=O)Nc1ccc(S(=O)(=O)Nc2nccc(C)n2)cc1
(10) O=P(c1cccs1)(c1cccs1)c1cccs1

compound no.,1,2,3,4,5,6,7,8,9,10
GPR7 antag,13,10,-16,0,-13,4,9,-5,-3,-2
MEKK2 WT-MEK5,103,101,106,93,113,105,105,92,105,100
V1aR counter,0.5,-0.1,-1.0,-0.6,-0.5,0.1,7.2,-0.3,-0.2,-0.8
GalR3 antag,-3,-4,-7,-4,-4,-7,-2,-1,-4,-3
NALP1 inh,31,-10,11,-2,-4,15,3,12,1,-13
MEKK3 PB1 HTS,96,103,107,85,113,104,103,92,106,99
MEKK2 mut-MEK5,0,1,5,-11,0,6,6,-4,1,0
PHOSPHO1 block,-12,-27,24,17,32,35,.,-27,-18,3
OXTR ag,1.0,-1.3,-1.5,0.4,-0.7,-0.6,6.3,-1.2,1.9,-0.4

(11) CCn1c(SCC(=O)Nc2ccc(C(C)=O)cc2)nc2nc3c(cc2c1=O)CCCC3
(12) Cc1cccc(N(C(=O)Nc2ccc(Cl)cc2)C2=NCC(C)S2)n1 (configuration not stated)
(13) COc1ccc(CN2CCN(Cc3ccco3)CC2)c(OC)c1
(14) COC(=O)COc1cccc2c(=O)n(CC(=O)N3CCCc4ccccc43)ccc12
(15) COc1ccc(/C=C2\C(=O)OCc3cc(OC)c(OC)cc32)cc1OC
(16) Cc1cc(/C=C(\C#N)C(=O)OCC(=O)NC(=O)NC(C)(C)C)c(C)n1CCC(C)C
(17) COC(=O)c1ccccc1NC(=S)N1CCN(c2ccc(OC)cc2)CC1
(18) COC(=O)c1ccccc1NC(=O)c1c(Br)cnn1C
(19) CCSc1nsc(SCC)c1C(N)=O
(20) O=C(CNS(=O)(=O)c1ccc(Br)s1)N1CCN(c2ncccn2)CC1

compound no.,11,12,13,14,15,16,17,18,19,20
GPR7 antag,4,-11,1,0,8,5,-1,-7,-5,-7
MEKK2 WT-MEK5,101,105,99,105,110,95,78,97,96,104
V1aR counter,0.5,1.1,0.2,-0.2,-0.6,-0.7,-0.4,-1.6,-0.8,.
GalR3 antag,-3,-2,-9,.,-2,-4,-3,-2,-2,-2
NALP1 inh,.,-18,17,30,14,-10,-12,8,9,11
MEKK3 PB1 HTS,102,105,96,107,105,102,66,100,101,104
MEKK2 mut-MEK5,2,2,11,0,32,3,-9,3,1,6
PHOSPHO1 block,12,34,14,-14,-5,23,-17,22,-11,18
OXTR ag,-0.3,1.1,-0.1,-0.8,0.2,-0.8,-0.2,-2.1,-1.4,.

Reprinted from the part before: 3 entries, followed by the next part.
(18) COC(=O)c1ccccc1NC(=O)c1c(Br)cnn1C
(19) CCSc1nsc(SCC)c1C(N)=O
(20) O=C(CNS(=O)(=O)c1ccc(Br)s1)N1CCN(c2ncccn2)CC1
(21) Cc1nnc(NC(=O)c2cc3ccccc3o2)s1
(22) Cc1sc2nc(COC(=O)c3cccc(S(=O)(=O)N(C)c4ccccc4)c3)[nH]c(=O)c2c1C
(23) NC(=O)CN1C(=O)C(=O)N(Cc2ccc(Cl)cc2)C1=O
(24) CCOC(=O)C1CCN(C(=O)CCc2c(C)nc3cc(-c4ccc(OC)cc4OC)nn3c2C)CC1
(25) COc1ccc(OC(C)=O)c(C2c3cc(OC)c(OC)cc3CCN2C(C)=O)c1 (configuration not stated)
(26) Cc1ccc(C)c(NC(=S)NC(C)C(c2cccs2)N2CCOCC2)c1 (configuration not stated)
(27) COC(=O)C1=C(C)N(CCc2ccccc2)C(=O)C1
(28) COc1ccc(OC)c(NC(=O)N[C@@H](Cc2ccccc2)C(=O)O)c1
(29) C/C(=N/NC(=O)CN1CCN(Cc2ccccc2)CC1)c1ccc([N+](=O)[O-])cc1
(30) CCCCn1c(N)c(N(CC)C(=O)c2ccc(Cl)c(Cl)c2)c(=O)[nH]c1=O

compound no.,18,19,20,21,22,23,24,25,26,27,28,29,30
GPR7 antag,-7,-5,-7,-11,-10,-15,-7,-3,-3,-7,-4,-10,-2
MEKK2 WT-MEK5,97,96,104,103,102,105,100,90,103,99,107,89,102
V1aR counter,-1.6,-0.8,.,-0.3,0.1,0.8,-1.3,0.2,-1.1,0.0,0.2,0.7,-0.7
GalR3 antag,-2,-2,-2,-5,-1,-10,-3,-2,.,-4,-6,-7,-10
NALP1 inh,8,9,11,-28,3,3,10,14,26,20,22,15,11
MEKK3 PB1 HTS,100,101,104,103,100,102,100,88,112,97,108,87,100
MEKK2 mut-MEK5,3,1,6,1,-1,5,6,-3,16,2,6,-12,4
PHOSPHO1 block,22,-11,18,42,8,40,-3,9,-43,-26,9,4,18
OXTR ag,-2.1,-1.4,.,-0.3,0.0,0.4,-2.1,0.0,-1.5,0.8,-0.2,1.3,0.4

(31) CCOC(=O)c1ccccc1NC(=O)Cn1cnc2c(cnn2-c2ccc(OC)cc2)c1=O
(32) CCc1cccc(NC(=O)CCNS(=O)(=O)c2ccc3[nH]c(=O)oc3c2)c1
(33) COc1ccc(OC)c(NC(=O)CN2CCN(C(=O)c3ccco3)CC2)c1
(34) COc1ccc(CN2CCSc3sccc3C2=O)cc1
(35) COc1cccc(C2C(C#N)=C(N)OC3=C2C(=O)CC(c2ccco2)C3)c1OCc1ccc(F)cc1 (configuration not stated)
(36) O=C(Nc1cccc(Cl)c1)ON=C1c2ccccc2-c2ccccc21
(37) CC(NC(=O)NC1CCCCC1)C(c1cccs1)N1CCN(C)CC1 (configuration not stated)
(38) O=C(CCN1C(=O)C2CC=CCC2C1=O)N1CCN(c2ccccn2)CC1 (configuration not stated)
(39) CC1=C(c2ccccc2)C(=S)NC(C)(C)C1
(40) O=C(N/N=C/c1ccoc1)c1cc(Br)ccc1O

compound no.,31,32,33,34,35,36,37,38,39,40
GPR7 antag,2,-4,-3,-12,1,2,-3,-8,-11,-5
MEKK2 WT-MEK5,.,105,108,105,103,108,107,110,84,101
V1aR counter,0.6,-1.2,1.0,0.9,1.3,1.2,0.3,-0.6,-0.6,3.2
GalR3 antag,-4,-8,0,-15,-4,-10,.,-1,-4,-2
NALP1 inh,.,12,1,-17,-16,21,.,14,-2,5
MEKK3 PB1 HTS,.,104,106,100,105,109,99,106,81,104
MEKK2 mut-MEK5,.,4,6,3,1,9,5,4,-18,5
PHOSPHO1 block,.,16,-5,27,18,24,1,-14,24,16
OXTR ag,0.9,-0.3,-0.4,-0.7,3.0,0.3,0.6,-0.1,-1.5,0.5

Some values from the entries so far:
`O=C(Nc1cccc(Cl)c1)ON=C1c2ccccc2-c2ccccc21` – V1aR counter = 1.2
`CCOC(=O)c1ccccc1NC(=O)Cn1cnc2c(cnn2-c2ccc(OC)cc2)c1=O` – GalR3 antag = -4
`O=C(CCN1C(=O)C2CC=CCC2C1=O)N1CCN(c2ccccn2)CC1` (configuration not stated) – GalR3 antag = -1
`CCc1cccc(NC(=O)CCNS(=O)(=O)c2ccc3[nH]c(=O)oc3c2)c1` – MEKK3 PB1 HTS = 104

(further entries)
(41) CC(=O)C(/C=N/c1cc(-c2ccc(C)cc2)nn1-c1ccccc1)=C(\C)O
(42) Cc1cccc(NC(=O)c2cc(=O)[nH]c3ccccc23)c1
(43) O=C(Nc1ccc(S(=O)(=O)Nc2ncccn2)cc1)C1=NN(c2ccccc2)C(=O)CC1
(44) COc1ccc(Cl)cc1C(=O)Nc1ccccc1N1CCN(C)CC1
(45) CC(CC(=O)O)CC(=O)Nc1cc(C(F)(F)F)cc(C(F)(F)F)c1 (configuration not stated)
(46) CC(=O)c1cccc(N=Nc2c(C)[nH]c3ccccc23)c1
(47) Fc1ccc(-c2nc3n(n2)Cc2ccccc2-3)cc1
(48) O=C(CCCc1nc(-c2ccccc2)no1)N1CCOCC1
(49) CCCCCCCCOC1OC(CO)C(O)C(O)C1NC(C)=O (configuration not stated)
(50) CC(=O)Nc1sc(N/N=C/c2ccc(C)cc2)nc1-c1ccc(C)cc1

compound no.,41,42,43,44,45,46,47,48,49,50
GPR7 antag,-6,-5,-8,15,-17,-8,-16,-12,-13,-8
MEKK2 WT-MEK5,108,106,102,124,88,99,105,104,91,101
V1aR counter,-1.8,0.8,1.1,5.3,1.0,0.1,0.4,0.1,0.8,0.5
GalR3 antag,-2,-3,-2,-8,1,0,-3,-3,-9,4
NALP1 inh,-36,28,-2,18,0,30,3,14,-1,8
MEKK3 PB1 HTS,101,102,103,100,90,91,97,102,96,98
MEKK2 mut-MEK5,-1,4,3,15,-5,2,3,5,-2,2
PHOSPHO1 block,-9,.,25,0,12,-9,-8,18,-23,-16
OXTR ag,-2.1,0.0,4.2,5.6,0.7,-2.3,-0.6,0.1,-0.2,-1.8

(51) COc1cc(OC)cc(C(=O)NNC(=S)Nc2ccc(S(N)(=O)=O)cc2)c1
(52) Cc1c(NC(=O)CSc2nnc3sc4ccccc4n23)c(=O)n(-c2ccccc2)n1C
(53) CC(C)OC(=O)CC12CN(C)CC(CC(=O)OC(C)C)(CN(C)C1)C2=O
(54) Cc1ccc(C(=O)NNC(=O)C2CCN(Cc3ccc(Cl)c(Cl)c3)CC2)cc1
(55) COc1ccc(-n2nc3c(c2NC(=O)C2CCCC2)CS(=O)C3)cc1 (configuration not stated)
(56) Cc1ccc(CNC(=O)CN2C(=O)NC(C)(c3ccc(Cl)cc3)C2=O)cc1 (configuration not stated)
(57) O=C(CC(C(=O)N1CCc2ccccc21)n1ccnc1)NCC1CCCO1 (configuration not stated)
(58) CC(Oc1ccc(Cl)cc1Cl)C(=O)NCCCN1CCOCC1 (configuration not stated)
(59) O=C(COc1ccc(-c2ccccc2)cc1)NN=C1CCCC1
(60) CCc1ccc(NC(=O)C[n+]2cc(-c3ccc(C)cc3)n3c2CCC3)cc1
(61) CCn1c(SCC(=O)Nc2ccc(OC)c(OC)c2)nnc1-c1c[nH]c2ccccc12
(62) COc1ccc(C2C(C(=O)c3ccc(C)o3)=C(O)C(=O)N2Cc2cccnc2)cc1 (configuration not stated)

compound no.,51,52,53,54,55,56,57,58,59,60,61,62
GPR7 antag,6,-11,-5,4,-15,2,24*,-9,-9,-6,6,-12
MEKK2 WT-MEK5,97,107,101,101,112,97,103,107,101,137,94,99
V1aR counter,-0.2,0.4,0.3,1.4,0.9,3.5,0.5,1.8,0.7,0.7,-0.1,-0.5
GalR3 antag,-4,-8,-2,-4,4,-8,-5,0,7,-3,.,-5
NALP1 inh,12,6,5,9,2,9,-2,41*,4,8,28,-4
MEKK3 PB1 HTS,104,103,99,103,109,98,98,102,102,106,90,100
MEKK2 mut-MEK5,-3,4,9,6,5,2,1,3,1,31,-6,2
PHOSPHO1 block,-46,13,24,10,13,23,-4,-3,15,8,18,19
OXTR ag,0.8,0.4,0.6,-0.2,0.9,-0.9,-0.1,0.7,1.0,-0.3,-0.3,0.3
